Source: PubChem (several laboratories)
SUMO Mot1 rescue = yeast Mot1-301 growth rescue at high temperature, primary screen, SUMOylation pathway inhibitor project, S. cerevisiae, ATP luminescence, 38.5C; 320,000 tested, 1% active; AID 2716, 2010; S. cerevisiae Mot1-301 growth rescue; percent above DMSO median, 100 means doubled; growth rescue, % at 18.8 µM;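 active means every valid replicate shows activation above 250% relative to neutral control wells; inactive means the rest, any valid replicate at or below 250%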;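 further: OY570 slx delta 5 strain wells were the positive control but not used for scaling; some compounds called inactive have numbers as strong as hits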
NSD2 HMT inh = NSD2 histone methyltransferase inhibitors, primary screen, biochemical, AlphaScreen, single concentration, set 2; Histone-lysine N-methyltransferase NSD2 (Homo sapiens), O96028; NSD2 peptide methylation, 120 min; 310,000 tested, 0.54% active; inhibition, % at 12.5 µM; in the data active means inhibition above about 50%
Arrestin-AP2 inh = inhibitors of beta-arrestin/AP2 binding, primary screen, biochemical, GPCR trafficking, flow cytometry; beta-arrestin 1 C-terminal peptide binding to AP2 beta2-adaptin appendage (human); FITC-arrestin peptide / GST-AP2 beads; AP2 beta2 appendage carries R879A mutation; 340,000 tested, 0.31% active; inhibition, % at 10 µM;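 active means inhibition above a set limit, near 3 SD of compounds lacking own fluorescence, cut at about 54% in these data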;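 further: plate controls were DMSO wells for no effect and 5 µM unlabelled arrestin peptide for full effect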
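System: GST-AP2 R879A glutathione beads. Medium: PBS with 0.05% Tween 20 and 0.1% BSA. Also added: FITC-arrestin peptide, 50 nM. Incubation: 12 min plus 1 h, RT. Measured by: high-throughput flow cytometry of beads, ex 488, em 535 nm. Evaluation: percent drop in bead-associated FITC signal.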
MITF TRPM1 HTS = activators of MITF-driven TRPM1 promoter reporter, primary screen, cell-based, SK-MEL-5, luciferase, single point | AID 588334, 2011 | SK-MEL-5 TRPM1-promoter luciferase, 24 h; % of positive control, neutral wells = 0 | 300,000 tested, 0.75% active | activation, % at 12.5 µM;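 active means mean activation of at least 80% with every replicate also reaching 80%; inconclusive means mean reaches 80% but some replicate falls short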;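 further: 0% = neutral control wells and 100% = parthenolide positive control wells; values of inactives mirror those of a sister screen read the other way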
DSG3 Ab inh = inhibitors of pemphigus antibody binding to DSG3, primary screen, biochemical, bead-based, flow cytometry, scFv-GFP | Desmoglein-3 (Homo sapiens), P32926 | DSG3-coupled beads, scFv-anti-DSG3-GFP binding; hits give low values | binding (percent of control), % at 10 µM | 310,000 tested, 0.48% active | AID 588358, 2011;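 active means binding more than 3 SD below its plate's average and above zero; inconclusive means below that plate limit but binding exactly zero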;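 further: hits lower antibody fragment binding to DSG3; some compounds called inactive have numbers as strong as hits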
Target sequence (P32926 whole entry, looked up, the tested form may be a part): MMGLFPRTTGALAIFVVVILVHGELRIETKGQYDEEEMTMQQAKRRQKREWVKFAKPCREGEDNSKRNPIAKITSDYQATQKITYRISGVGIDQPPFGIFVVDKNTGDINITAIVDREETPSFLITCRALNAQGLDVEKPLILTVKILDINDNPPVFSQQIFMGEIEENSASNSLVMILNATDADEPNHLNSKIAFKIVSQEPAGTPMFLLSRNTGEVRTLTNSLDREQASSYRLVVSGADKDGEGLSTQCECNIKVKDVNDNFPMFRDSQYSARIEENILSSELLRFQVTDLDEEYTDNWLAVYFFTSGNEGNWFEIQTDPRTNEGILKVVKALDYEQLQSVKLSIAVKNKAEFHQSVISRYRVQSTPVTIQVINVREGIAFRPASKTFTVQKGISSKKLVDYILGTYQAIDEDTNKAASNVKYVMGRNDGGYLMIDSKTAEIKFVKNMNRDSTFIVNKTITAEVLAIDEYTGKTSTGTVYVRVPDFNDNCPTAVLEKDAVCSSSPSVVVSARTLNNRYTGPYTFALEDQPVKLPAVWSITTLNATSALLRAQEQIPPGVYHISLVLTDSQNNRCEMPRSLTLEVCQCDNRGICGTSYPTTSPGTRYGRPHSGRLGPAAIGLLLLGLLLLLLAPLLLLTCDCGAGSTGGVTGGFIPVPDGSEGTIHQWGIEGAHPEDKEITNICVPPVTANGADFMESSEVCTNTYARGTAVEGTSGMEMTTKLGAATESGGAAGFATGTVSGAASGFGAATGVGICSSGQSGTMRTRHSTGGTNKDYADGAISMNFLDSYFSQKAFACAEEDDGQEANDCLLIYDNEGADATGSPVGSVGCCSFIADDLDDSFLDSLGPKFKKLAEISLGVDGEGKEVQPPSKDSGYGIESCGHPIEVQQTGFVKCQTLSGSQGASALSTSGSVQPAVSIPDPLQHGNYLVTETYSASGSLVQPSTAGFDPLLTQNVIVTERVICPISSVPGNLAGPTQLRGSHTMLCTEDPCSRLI
dFosB act = activators of delta FosB homodimer, primary screen, biochemical, fluorescence polarization, TAMRA-CDK5 oligo, single point; purified delta FosB; percent of positive-control signal above neutral wells; AID 493131, 2011; activation, % at 25 µM; Protein FosB (Mus musculus), P13346; 340,000 tested, 0.99% active;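 active means mean activation above about 17%, with every replicate also reaching it, limit read from the data, passing the limit was not always enough; inconclusive means only one of the two conditions met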;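 further: fluorescence polarization rise as delta FosB binds a TAMRA Cdk5 AP-1 oligo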
PKA-R1A act = activators of PKA-R1A holoenzyme, primary screen, biochemical, fluorescence polarization, Cy5-IP20, bovine R1A, mouse PKAc; cAMP-dependent protein kinase type I-alpha regulatory subunit (Bos taurus) + …; PKA-R1A dissociation; scaled: DMSO 0%, 113 µM cGMP 100%; activation, % at 11.4 µM; 340,000 tested, 0.083% active; AID 504707, 2011;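 active means percent activation above the mean of all tested compounds plus 3 SD, cut at about 19% in these data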;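 further: higher means more PKAc released from R1A so a rise in polarization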
PKA-R2B activ = activators of PKA-R2B holoenzyme, primary screen, biochemical, fluorescence polarization, Cy5-IP20, human; 340,000 tested, 0.079% active; activation, % at 11.4 µM; AID 504700, 2011; PKA-R2B holoenzyme dissociation; R2B truncated from residue 108, S112A mutant; 0% DMSO only, 100% 113 µM cGMP; cAMP-dependent protein kinase catalytic subunit beta (Homo sapiens) + cAMP-dependent …;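 active means activation above a cutoff set at the mean over all compounds plus 3 SD, cut at about 18% in these data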;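 further: higher means more holoenzyme dissociation and a rise in polarization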
SR-BI HDL uptake = inhibitors of SR-BI mediated HDL lipid uptake, primary screen, ldlA[mSR-BI] cells, fluorescence, single point; Scavenger receptor class B member 1 (Mus musculus), Q61009; ldlA[mSR-BI] CHO cells, DiI-HDL uptake fluorescence, 3 h; inhibition, % at 12.5 µM; 320,000 tested, 0.96% active;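 active means mean replicate inhibition of at least 70% and a set share of replicates each scoring 70 or more; inconclusive means meets just one of the two criteria; inactive means fails both criteria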;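 further: 0% = median of neutral control wells and 100% = median of positive control wells; values of inactives mirror those of a sister screen read the other way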
SR-BI uptake up = activators of SR-BI mediated DiI-HDL uptake, primary screen, ldlA[mSR-BI] CHO cells, DiI fluorescence | AID 504775, 2011 | 3 h; 100 = double the neutral-control signal | activation, % at 12.5 µM | 320,000 tested, 0.096% active;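 active means mean replicate activation of at least 60% and every replicate at or above 60%; inconclusive means mean or all-replicate condition met, but not both; inactive means mean below 60% and not all replicates reaching 60%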;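 further: 0% = median plate neutral-control signal and 100% = twice that signal; values of inactives mirror those of a sister screen read the other way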
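Assay system: LDL receptor-deficient CHO ldlA cells overexpressing murine SR-BI / Medium: BSA-supplemented, HEPES-buffered Ham's F12, pH 7.4 / Probe or stimulus: DiI-labelled HDL at 10 µg/mL final / Timing: compound with DiI-HDL co-incubation, 3 h at 37 °C / Technique: bottom-read cell fluorescence after medium removal, ex 550/em 595 nm / Measure: HDL uptake via cellular fluorescence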
CDK5 inh = inhibitors of human CDK5/p35 kinase, primary screen, biochemical, single concentration; 330,000 tested, 0.01% active; inhibition, % at 10 µM; Recombinant CDK5/p35, ADP-Glo luminescence, 60 min; Cyclin-dependent kinase 5 (Homo sapiens) + Cyclin-dependent kinase 5 activator 1 (Homo …;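 active means highest replicate inhibition of at least 50% and at least 75% of replicates reaching 50%; inconclusive means only one of the two criteria met; inactive means both criteria failed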;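 further: plate controls were DMSO neutral control for no effect and GW8510 at 10 µM for full effect; many of its hits are not listed in these tables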
* hit, by the source's call; u = inconclusive; x = no result given. Hits appear at their usual frequency. About 4.7% of those tested had a hit in this group.

SMILES	SUMO Mot1 rescue	NSD2 HMT inh	Arrestin-AP2 inh	MITF TRPM1 HTS	DSG3 Ab inh	dFosB act	PKA-R1A act	PKA-R2B activ	SR-BI HDL uptake	SR-BI uptake up	CDK5 inh
CC(Sc1nnc2c(n1)[nH]c1ccccc12)C(=O)N(C)C1CCCCC1 (stereo not drawn)	42	0	28	3	94	-20	0	-11	11	-11	0.4
CC(CNC(=O)CCCn1ncn2c(cc3occc32)c1=O)c1ccccc1 (stereo not drawn)	6	-1	2	5	94	-5	-4	-1	9	-9	0.8
COCCN1CCN(C(=O)C2CCC(=O)N(CCc3ccc(Cl)cc3)C2)CC1 (stereo not drawn)	-4	-2	3	-6	115	-4	-2	-2	-11	11	1.5
COc1ccc(OC)c(C2C(C#N)=C(N)Oc3cc(C)n(Cc4ccccn4)c(=O)c32)c1 (stereo not drawn)	55	-2	-8	x	100	-2	-15	-10	16	-16	0.5
CCOC(=O)CC1(NC(=O)c2cc(COc3cncc(Cl)c3)on2)CCCCC1	-8	-3	23	-9	102	-16	-9	-9	28	-28	-1.0
COC(=O)c1ccccc1OCCCOc1ccc(C=O)cc1OC	-7	-2	-4	44	104	-4	-4	2	9	-9	-0.7
C[n+]1cnc(-c2ccccc2)cc1-c1ccccc1	8	-2	-16	6	112	4	-2	-6	-27	27	1.4
O=C(c1ccc(-c2ccccc2)cc1)N1CCN(c2nc3ccccc3o2)CC1	x	x	-3	x	69*	0	-4	3	-16	16	1.7
O=C(Nc1cccc(C(F)(F)F)c1)c1cc(-c2ccco2)on1	-27	92*	23	-4	110	0	-12	-12	-1	1	0.8
O=C(NCCc1cccs1)c1cccs1	-6	-1	-8	u	104	-2	2	-14	-19	19	-0.9
COc1ccc(NC(=O)COC(=O)c2ccc(Cl)c(S(N)(=O)=O)c2)c([N+](=O)[O-])c1	-25	x	7	4	98	-3	-9	-8	x	x	-0.4
CCCn1nc(C(=O)NCc2ccccn2)c2ccccc2c1=O	-1	-4	7	-1	104	-6	-6	4	7	-7	-0.3
Cc1nc2ccccc2n1CCc1ccccc1	74	2	8	5	99	6	0	0	-7	7	-0.2
CC(=O)c1ccc(NC(=O)C2CCCN(c3ncnc4c3nc3n4CCCCC3)C2)cc1 (stereo not drawn)	-10	-8	-5	-6	101	-11	6	4	35	-35	0.9
O=C1[C@@H]2Cc3c([nH]c4ccccc34)C(c3cccc([N+](=O)[O-])c3)N2C(=O)CN1C1CCN(Cc2ccccc2)CC1 (stereo partly drawn)	-13	0	-2	-20	92	82*	-8	8	62	-62	1.0
COCc1ccc(CN2CCCC(CO)(Cc3ccccc3C)C2)o1 (stereo not drawn)	-3	0	10	2	98	1	-12	-13	-4	4	-0.5
O=C(CSc1nc2ccccc2o1)Nc1ccc(N2CCOCC2)cc1	5	6	3	75	107	-6	-12	-15	-10	10	-1.1
O=[N+]([O-])c1ccc(COc2cccc(CN3CCOCC3)c2)cc1	x	x	-2	16	101	3	-2	-9	18	-18	-0.9
COc1ccccc1C1CCN(Cc2cccc([N+](=O)[O-])c2)CC1	-3	6	8	x	116	-2	-6	-4	6	-6	1.4
CN1CCN(C(=S)SCc2nc(N)nc(Nc3ccc(F)cc3)n2)CC1	-12	-1	-2	14	96	-5	-12	0	-2	2	1.3
Cc1cccnc1N1C(=O)c2ccc(C(=O)O)cc2C1=O	-4	-1	8	0	100	6	0	-2	-32	32	2.1
O=C1NC(=O)/C(=C/c2ccccn2)S1	10	3	9	7	115	-5	-12	-9	1	-1	1.1
CCN(CC)C(=O)CSc1nc2ccccc2c(=O)n1OC	3	0	7	3	99	5	-7	-2	-29	29	2.1
COCCn1c(SCC(=O)Nc2ccc(F)cc2)nc2c(oc3ccccc32)c1=O	-8	1	-4	14	109	-6	-5	-1	-12	12	-0.1
COc1ccc2nc(SCC(=O)N3CC(=O)Nc4ccccc43)c(C#N)cc2c1	x	0	5	5	x	-7	-12	-10	18	-18	-1.6
COc1ccc(-c2nnc(NC(=O)CS(=O)(=O)c3ccc(Cl)cc3)o2)c(OC)c1	1	0	-3	7	x	-5	-6	0	-14	14	-0.8
CC1=NN(c2ccccc2)C(=O)/C1=C\c1ccc(Br)s1	-15	2	-1	-8	98	-16	-2	4	-21	21	0.4
CCOc1ccc(NC(=O)CSc2nc(=O)n(CCN3CCOCC3)c3c2CCCC3)cc1	5	x	37	2	99	0	10	11	4	-4	1.2
Cc1cc(-c2ccccc2)nc2[n+]1CCN2C	-13	2	10	-1	85	-2	-1	2	-37	37	-0.2
Cc1ccc(S(=O)(=O)CCC(=O)OCn2nnc3ccccc3c2=O)cc1	x	3	16	7	100	-18	5	-3	-6	6	0.6
Cc1ccc(C)c(S(=O)(=O)NC(CCC(N)=O)C(=O)O)c1 (stereo not drawn)	x	0	-6	-7	104	4	9	-1	-21	21	0.4
COc1ccc(Cl)cc1C(=O)NNC(=O)c1cc2ccccc2o1	-7	-1	18	2	x	35*	-1	3	16	-16	0.6
O=S(=O)(Nc1ncccn1)c1ccc(Cl)cc1	4	-4	0	-1	105	-4	2	2	-4	4	0.5
c1ccc(Cc2noc(CN3CCCC(CN4CCOCC4)C3)n2)cc1 (stereo not drawn)	-9	3	-4	-2	90	-4	-7	0	-8	8	0.8
CCCC1=Nc2cc(C(=O)NCCN3CCOCC3)ccc2Sc2ccccc21	-5	3	7	12	97	-2	-4	0	-5	5	-0.6
Cn1c(=O)oc2cc(S(=O)(=O)NCCC(=O)NCc3ccccc3Cl)ccc21	5	-3	9	-4	x	1	-10	-2	12	-12	-0.4
COc1ccc2c(c1)CC/C(=C/c1ccccn1)C2=O	-14	7	4	46	103	2	15	1	21	-21	1.2
Cn1c(N)c(C(=O)COC(=O)[C@H](Cc2ccccc2)N2C(=O)c3ccccc3C2=O)c(=O)n(C)c1=O	-3	0	-7	-1	101	0	0	-11	-6	6	-0.9
O=C(CN1C(=O)NC2(CCCC2)C1=O)NCc1ccccc1	-15	20	-6	3	110	0	-12	-8	-25	x	0.5
CN(C(=O)CSc1nnn(C)n1)c1ccccc1	-9	-1	-5	1	101	10	0	5	-11	11	0.5
CN(CC(=O)Nc1ccccc1Cl)C(=O)C1CCN(C(=O)c2ccc(F)cc2)CC1	29	-2	-4	x	x	-4	-6	-4	9	-9	2.1
COc1ccc(NC(=O)c2nc[nH]c2C(=O)N[C@@H](C)C(=O)OC(C)(C)C)cc1	5	x	3	13	105	-2	-10	-4	6	-6	0.9
COc1ccc(CN(C(=O)c2cnccn2)C(C(=O)NC(C)(C)C)c2cc(OC)c(OC)c(OC)c2)cc1 (stereo not drawn)	x	-3	6	7	110	0	-4	-8	-19	19	0.1
CCOc1ccccc1-c1cc(C(=O)Nc2ccc(C(=O)O)cc2)c2ccccc2n1	-4	2	6	-6	119	-11	-5	-2	33	-33	-5.4
CCCCCCC(O)(c1ccc(OC)cc1)C(CN1CCOCC1)c1ccccc1 (stereo not drawn)	78	0	10	x	89	1	-3	3	-15	15	1.0
NS(=O)(=O)c1cccc(NC(=O)c2cccnc2Oc2ccccc2)c1	936*	-2	-17	7	109	-8	-8	-10	15	-15	0.4
O=C(Cc1ccccc1)Nc1nc(-c2ccc(F)c(F)c2)cs1	-2	-1	-2	29	x	-5	1	1	10	-10	-1.8
CCOc1ccc(N(C(=O)c2ccc3c(c2)OCO3)C2C=CS(=O)(=O)C2)cc1 (stereo not drawn)	219	-1	-6	12	103	-4	-3	5	-43	43	-2.0
O=C(CN1CCN(c2nc(-c3ccc(F)cc3)cs2)CC1)Nc1ccc2c(c1)OCO2	-4	3	-2	-14	105	-7	-8	-4	40	-40	0.9
O=C(Nc1ccc(C(F)(F)F)cc1)c1ccccc1-n1cnnn1	22	-3	9	-13	91	-9	2	2	-9	9	-0.1
The listing continues.
SMILES	SUMO Mot1 rescue	NSD2 HMT inh	Arrestin-AP2 inh	MITF TRPM1 HTS	DSG3 Ab inh	dFosB act	PKA-R1A act	PKA-R2B activ	SR-BI HDL uptake	SR-BI uptake up	CDK5 inh
Fc1ccccc1SCc1nnc(-c2ccccc2Br)o1	-23	x	1	42	104	-15	6	5	22	-22	0.0
O=C(/C=C/c1ccco1)N(Cc1ccccc1F)C1CCS(=O)(=O)C1 (stereo not drawn)	x	4	7	10	104	-12	1	-2	-20	20	-3.0
CC(=O)NC(C)CCc1ccccc1 (stereo not drawn)	2	-2	-5	-3	107	-1	6	-5	-8	8	0.1
CCOc1ccccc1OCC(=O)OCC(=O)c1c(N)n(CC(C)C)c(=O)n(C)c1=O	5	-2	-11	x	x	-10	3	5	14	-14	-1.0
COc1ccc(CNC(=O)COC(=O)CCOc2ccccc2)cc1	-8	-1	-2	-5	102	-3	2	-5	-23	23	-0.9
CC(C)NC(=S)N/N=C1\CCCCc2ccccc21	-6	2	21	-3	105	-5	3	-11	39	-39	-0.3
O=C(CCN=C1NS(=O)(=O)c2ccccc21)OCc1ccccc1	13	2	-4	0	99	-3	-9	-6	-9	9	-5.5
Cc1csc2c(=O)[nH]cnc12	-7	-3	-7	2	81	-1	3	3	-21	21	-2.1
